TROY NFkB inh = inhibitors of TROY-driven NF-kB signaling, primary screen, Q293 LMP1-TROYcd cells, NF-kB luciferase, uHTS. Q293 LMP1-TROYcd NF-kB luciferase reporter, 4 h. inhibition, % at 10 µM. 360,000 tested, 0.98% active;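 active = compounds whose plate-normalised and pattern-corrected inhibition of the luciferase reporter signal at the single screening dose is 50% or more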
COUP-TFII inh = NR2F2 transcriptional activity inhibitors, primary screen, cell-based, luciferase reporter, HEK293T, luminescence; HEK293T NGFI-A luciferase reporter; inhibition, % at 8.6 µM; 370,000 tested, 0.7% active; AID 686940, 2013;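 active = inhibition above a per-plate cutoff, mean inhibition of test wells between control levels plus 3 SD, cut at about 38% in these data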;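 also: cells cotransfected with COUP-TFII expression vector driving the NGFI-A reporter; 0% = median of COUP-TF2 test wells and 100% = reporter-only cells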
C8 TRAIL sens = viability loss with TRAIL in NB7+C8 cells, primary screen, TRAIL sensitizer project, cell-based, ATPlite luminescence | inhibition (viability loss, TRAIL sensitization), % at 10 µM | 360,000 tested, 1% active | AID 624354, 2012;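 active = compounds causing at least 50% loss of cell viability in the single-dose screen, relative to plate controls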
CF NFkB inh = inhibitors of PAF-induced NF-kB signaling, primary screen, cell-based, GFP fluorescence, uHTS | inhibition, % at 5 µM | KKLEB NF-kB-GFP reporter, GFP fluorescence overnight | 360,000 tested, 0.86% active | AID 588850, 2011;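 active = at least 50% inhibition at 5 µM, scaled per plate between neutral and stimulator controls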;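 also: PAF is a Pseudomonas aeruginosa culture filtrate used as stimulus; plate controls were PAF-stimulated DMSO wells for no effect and unstimulated DMSO wells for full effect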
LMP1 NFkB inh = EBV LMP1-driven NF-kappaB luciferase reporter inhibitors, primary screen, cell-based, luminescence, single point; LMP1-induced NF-kappaB luciferase reporter cells; inhibition, % at 12.5 µM; 350,000 tested, 0.69% active; AID 504558, 2011; in the data active = inhibition above about 41%;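 also: 0% = neutral control wells and 100% = reference inhibitor control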
NCOA1 inh = SRC1 coactivator transcriptional activity inhibitors, primary screen, cell-based, luminescence. 360,000 tested, 0.12% active. inhibition, % at 3.6 µM. HEK293 GAL4-SRC1 luciferase reporter. AID 588354, 2011;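 active = inhibition above the campaign mean plus 3 SD, with each screening campaign given its own cutoff, cut at about 60% in these data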;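 also: 0% = DMSO treated cells and 100% = gossypol at 36 µM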
Target sequence (Q15788 whole entry, looked up, the tested form may be a part): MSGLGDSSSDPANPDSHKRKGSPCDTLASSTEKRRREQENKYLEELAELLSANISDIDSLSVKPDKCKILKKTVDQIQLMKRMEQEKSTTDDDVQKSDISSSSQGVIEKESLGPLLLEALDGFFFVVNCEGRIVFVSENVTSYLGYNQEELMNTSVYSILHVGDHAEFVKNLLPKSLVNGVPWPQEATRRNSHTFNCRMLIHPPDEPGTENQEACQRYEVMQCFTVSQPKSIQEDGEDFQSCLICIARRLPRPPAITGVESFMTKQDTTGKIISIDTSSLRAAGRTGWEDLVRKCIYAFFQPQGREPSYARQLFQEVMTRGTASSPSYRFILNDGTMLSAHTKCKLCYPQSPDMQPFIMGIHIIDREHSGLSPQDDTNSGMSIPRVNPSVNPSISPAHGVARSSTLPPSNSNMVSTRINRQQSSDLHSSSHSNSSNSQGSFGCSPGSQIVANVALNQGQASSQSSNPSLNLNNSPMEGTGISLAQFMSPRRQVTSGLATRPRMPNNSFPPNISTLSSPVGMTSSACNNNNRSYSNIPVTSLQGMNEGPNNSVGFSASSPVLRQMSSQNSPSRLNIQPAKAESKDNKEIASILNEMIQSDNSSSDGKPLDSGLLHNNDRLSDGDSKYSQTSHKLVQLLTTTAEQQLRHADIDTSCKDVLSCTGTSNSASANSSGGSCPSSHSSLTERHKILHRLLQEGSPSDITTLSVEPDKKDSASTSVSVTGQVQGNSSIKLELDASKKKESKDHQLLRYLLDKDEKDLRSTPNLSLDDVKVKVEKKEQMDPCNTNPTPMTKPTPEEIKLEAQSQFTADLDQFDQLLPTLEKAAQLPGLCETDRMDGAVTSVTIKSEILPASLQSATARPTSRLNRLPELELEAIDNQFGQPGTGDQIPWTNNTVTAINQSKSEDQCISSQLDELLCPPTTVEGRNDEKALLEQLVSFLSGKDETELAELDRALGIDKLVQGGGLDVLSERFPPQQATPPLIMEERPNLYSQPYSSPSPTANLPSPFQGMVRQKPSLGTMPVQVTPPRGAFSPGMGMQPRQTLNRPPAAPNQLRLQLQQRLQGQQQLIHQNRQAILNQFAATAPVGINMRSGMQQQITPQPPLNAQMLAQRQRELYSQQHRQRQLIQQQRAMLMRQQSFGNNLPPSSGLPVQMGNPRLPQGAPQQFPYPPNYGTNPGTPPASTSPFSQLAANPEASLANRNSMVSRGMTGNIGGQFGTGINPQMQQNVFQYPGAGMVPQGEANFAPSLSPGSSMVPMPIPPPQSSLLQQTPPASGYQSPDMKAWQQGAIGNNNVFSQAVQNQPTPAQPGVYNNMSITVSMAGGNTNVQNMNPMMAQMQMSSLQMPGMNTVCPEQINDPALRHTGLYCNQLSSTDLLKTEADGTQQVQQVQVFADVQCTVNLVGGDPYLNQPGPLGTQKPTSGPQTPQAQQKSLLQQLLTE
NCOA2 inhibitor = inhibition of GAL4-SRC2 driven luciferase reporter, primary screen, SRC2 inhibitor project, cell-based, luminescence. AID 651957, 2012. Nuclear receptor coactivator 2 (Homo sapiens), Q15596. 370,000 tested, 0.17% active. HEK293 GAL4-SRC2 luciferase reporter. inhibition, % at 9 µM;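 active = inhibition above the mean inhibition of all tested compounds plus 3 SD, set per campaign, cut at about 52% in these data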;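 also: 0% = DMSO treated cells and 100% = cells given Gossypol at 36 µM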
KKLEB cytotox = cytotoxicity in KKLEB CF airway cells, primary screen, cytotoxicity control for CF NF-kB inhibitor project, cell-based, uHTS, fluorescence assay plates; KKLEB CF airway cells viability, ATPlite luminescence, overnight; hits give low values; cells stimulated with P. aeruginosa culture filtrate; activity change (cytotoxicity), % at 5 µM; 360,000 tested, 0.36% active; AID 602141, 2011;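 active = corrected activity change at or below -50% at 5 µM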
SRC3 inh = SRC3 coactivator transcriptional activity inhibitors, primary screen, cell-based, luminescence; HEK293 GAL4-SRC3 luciferase reporter; 360,000 tested, 0.17% active; Nuclear receptor coactivator 3 (Homo sapiens), Q9Y6Q9; inhibition, % at 3.6 µM; AID 588352, 2011;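 active = inhibition above a per-campaign cutoff, the mean of all compounds plus 3 SD, cut at about 60% in these data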;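 also: 0% = DMSO-treated cells and 100% = gossypol-treated cells at 36 µM; higher means less SRC3-driven luciferase light from the GAL4 reporter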
TWEAK Fn14 block = inhibitors of TWEAK-Fn14 signaling, primary screen, luciferase reporter cells, uHTS | TWEAK-stimulated Fn14 reporter cells, luciferase luminescence, 8 h | 360,000 tested, 2% active | inhibition, % at 10 µM; in the data active = inhibition above about 50%
NR5A2 inv ag = LRH-1 (NR5A2) inverse agonists, primary screen, cell-based, luminescence, HEK293T, StAR-luciferase reporter. Nuclear receptor subfamily 5 group A member 2 (Homo sapiens), O00482. LRH-1 transfected, 24 h. inhibition, % at 3.6 µM. 360,000 tested, 0.13% active. AID 602396, 2012;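 active = inhibition above the mean inhibition of all tested compounds plus 3 SD, cut at about 73% in these data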;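 also: 0% = DMSO wells and 100% = reporter-only cells lacking LRH-1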
* marks the source's active call; other numbers are inactive results; / = no result given.

| canonical_smiles | TROY NFkB inh | COUP-TFII inh | C8 TRAIL sens | CF NFkB inh | LMP1 NFkB inh | NCOA1 inh | NCOA2 inhibitor | KKLEB cytotox | SRC3 inh | TWEAK Fn14 block | NR5A2 inv ag |
| --- | --- | --- | --- | --- | --- | --- | --- | --- | --- | --- | --- |
| CCO[C@@H]1OC(C(=O)N2CCN(Cc3ccccc3)CC2)=C[C@H](c2ccccc2)[C@H]1CCCO | -2 | -3 | -14 | 3 | 6 | 3 | -10 | 3 | -11 | -8 | -26 |
| Cc1ccc(N2CC(C(=O)Nc3nnc(SCCC4OCCO4)s3)CC2=O)cc1 (configuration not stated) | -32 | 8 | -9 | -14 | -1 | -18 | -6 | 1 | 1 | -4 | 4 |
| Nn1c(SCC(=O)Nc2ccc(F)cc2F)nnc1-c1cccnc1 | -27 | -4 | 18 | 1 | -21 | -10 | -41 | -8 | -35 | 1 | -35 |
| O=S(=O)(NC1CC1)c1ccc2c3c(cccc13)CC2 | 4 | 23 | -4 | 3 | 3 | -4 | -20 | -11 | 10 | 8 | 2 |
| O=C(C1CCC(=O)N(C2CCCC2)C1)N1CCN(Cc2cccc(Cl)c2)CC1 (configuration not stated) | -3 | 8 | -2 | 22 | 8 | 16 | 14 | -9 | 12 | -1 | 8 |
| CC(C)NC(=O)C1(C)CCCN1C(=O)c1cc(C#N)cs1 (configuration not stated) | 6 | -4 | -11 | -8 | / | 9 | 3 | -5 | -9 | 1 | 6 |
| O=C1NC[C@H](CCCCN2C[C@H](Cc3ccc(O)cc3)N(CCc3ccccc3)C(=O)C2=O)N(Cc2ccccc2)C1=O | -1 | -17 | -13 | / | / | / | -13 | / | / | -2 | -4 |
| OCc1ncccc1O | -5 | 4 | -17 | 8 | 4 | 7 | -10 | -4 | -9 | 2 | 4 |
| CCOC(=O)N1CCN(C(=O)CS(=O)(=O)c2cn(Cc3ccc(Cl)cc3)c3ccccc23)CC1 | 0 | 6 | 0 | -36 | -7 | -2 | 5 | 23 | 4 | 13 | 1 |
| Cc1ccc(C(=O)CSc2ncnc3sc4c(c23)CCC(C)C4)cc1 (configuration not stated) | -5 | -11 | 17 | 9 | 1 | -8 | -1 | 0 | 18 | -13 | 0 |
| CC(C(=O)O)n1c(-c2ccn[nH]2)n[nH]c1=S (configuration not stated) | -17 | 9 | -13 | -5 | 4 | -3 | 3 | -13 | 5 | 15 | -2 |
| O=C(COC(=O)c1ccc(S(=O)(=O)C(F)F)cc1)Nc1cccnc1Cl | 8 | 2 | 1 | -9 | 0 | -7 | -29 | -7 | -3 | -4 | 18 |
| C#CCOCCOCCOCCNc1nc(N2CCOCC2)nc(N2CCN(C(=O)CCCCCCCCCCNC(=O)[C@H](CO)n3cc(CCCCCN)nn3)CC2)n1 | -6 | -1 | -2 | 17 | 4 | 4 | -4 | -2 | -12 | -20 | -11 |
| Cn1nc(-c2ccc(C(=O)N3CCN(CCO)CC3)cc2)c2ccccc2c1=O | -12 | -6 | -4 | 0 | 2 | 1 | 0 | 13 | 6 | 15 | 22 |
| COc1ccc(N2CCN(S(=O)(=O)c3ccc(OC)c(C(=O)N4CCCC4)c3)CC2)cc1 | -36 | -8 | -15 | 6 | 1 | -3 | 14 | -7 | 0 | -8 | 2 |
| COc1ccc(Cl)cc1-c1nc(N)nc(NC2CCCCC2)n1 | -7 | -10 | 1 | -3 | 2 | -58 | 24 | 4 | 12 | -3 | -10 |
| CCC(CO)Oc1cc(NCc2cccnc2)c2ncn(C(C)C)c2c1 (configuration not stated) | 3 | 12 | -10 | 0 | 14 | 6 | 7 | -8 | -2 | -18 | 5 |
| Cc1ccc(S(=O)(=O)N2CCOCC2)cc1NS(=O)(=O)c1ccc(F)c(F)c1 | -10 | -3 | -2 | 12 | -3 | -1 | 22 | -14 | -3 | 5 | 19 |
| Cc1nn(-c2ccccc2)c(C)c1C(=O)NCc1ccccc1F | -7 | -17 | -22 | -9 | -4 | -19 | -29 | 9 | -3 | 9 | -1 |
| Cc1ccc(CNC(=O)c2ccccc2NS(C)(=O)=O)cc1 | -15 | -14 | 0 | 5 | -26 | 6 | 10 | 7 | 3 | -8 | 9 |
| Cc1ccc(CNC(=O)CSc2ncc(C(=O)Nc3ccccc3)c(=O)n2C)cc1 | -8 | 5 | 3 | 17 | 8 | -8 | 0 | -36 | 10 | -14 | 8 |
| COc1ccc(C(=O)Nn2c(C)nc3ccccc3c2=O)c(OC)c1 | -40 | 8 | -9 | -4 | -8 | -7 | 9 | 5 | 0 | 19 | 4 |
| COc1ccccc1N1CCN(c2ncnc3sc(C(=O)NCC4CCCO4)c(C)c23)CC1 (configuration not stated) | 1 | 10 | -5 | 1 | -1 | 13 | 2 | 24 | -4 | 34 | 1 |
| CC(C)CCNc1ncnc2c1cnn2Cc1ccccc1Cl | 2 | -2 | 7 | 9 | -6 | -2 | -28 | -13 | 14 | 15 | 13 |
| COc1ccc2[nH]c(O)c(N=O)c2c1 | 8 | -5 | -12 | 9 | 0 | -24 | -2 | 13 | -11 | 5 | 15 |
| Clc1nc2c(ccc3ccccc32)[nH]1 | -34 | -8 | -5 | 10 | -19 | -44 | -29 | -4 | -36 | -9 | -36 |
| S=C(c1ccc(-c2ccc(Br)cc2)o1)N1CCOCC1 | -46 | -22 | 16 | 3 | / | -97 | -51 | -3 | -49 | -3 | -141 |
| Cc1ccc(CNC(=O)COC(=O)c2cccnc2Cl)cc1 | -14 | 2 | -18 | 0 | -2 | 2 | -25 | 7 | 14 | -3 | 17 |
| COc1cc([N+](=O)[O-])cc2cc(C(=O)N3CCN=C3c3ccccc3)c(=O)oc12 | 15 | 28 | -14 | 9 | -1 | 0 | 2 | -13 | 16 | 0 | -3 |
| CCn1c(C)c(C(C)=O)c(N2CCC(C(N)=O)CC2)nc1=S | 4 | 5 | -1 | 2 | 1 | -4 | -5 | -5 | 6 | -8 | 14 |
| Cc1cc(C)c(OCC(=O)Nc2cccc(NC(=O)c3ccco3)c2)c(Br)c1 | 49 | 21 | 5 | 4 | 7 | 14 | -5 | 2 | 16 | 56* | -11 |
| CCn1c(SCC(=O)Nc2ccccc2)nc2c1c(=O)n(C)c(=O)n2C | 2 | 2 | 9 | 6 | 0 | 7 | 7 | 7 | 9 | 10 | 4 |
| Cc1ccc(NC(=O)n2ccc(-c3ccc(-n4ccnc4)cc3)n2)cc1 | -65 | -34 | 3 | -3 | -24 | -87 | -32 | 4 | -62 | -48 | -89 |
| COc1cccc(CNS(=O)(=O)c2ccc(S(=O)(=O)N3CCCC3)cc2)c1 | 0 | -1 | 2 | 2 | -7 | -5 | 24 | -4 | 11 | 1 | 5 |
| O=C(Oc1ccc2ccc(=O)oc2c1)c1ccc([N+](=O)[O-])cc1 | 12 | -5 | -3 | 4 | -16 | -21 | 12 | -1 | 5 | 3 | -1 |
| Cc1ccccc1NC(=S)N1CCN(c2ccccc2)CC1 | -12 | 15 | 11 | 3 | -7 | 4 | -4 | -12 | -12 | -2 | -2 |
| CC(C)C(OC(=O)c1ccco1)C(=O)NC1CCCCC1 (configuration not stated) | -13 | 12 | 4 | 2 | -3 | -8 | 8 | -4 | -10 | 4 | -10 |
| COC(=O)c1cccc(C23CC4(C2)[C@H](CN(Cc2ccc(C(F)(F)F)cc2)[C@@H]4c2ccccc2)C3c2ccc(Cl)nc2)c1 (some centres not stated) | -3 | 24 | 6 | 28 | 5 | -8 | 3 | -22 | -2 | -13 | -6 |
| Cc1ccc(S(=O)(=O)NC(=O)c2cc(C)n(CC(c3ccccc3)N(C)C)c2C)cc1 (configuration not stated) | 7 | 7 | -6 | -13 | -4 | 11 | 19 | 28 | -9 | 17 | -1 |
| COC(=O)Cn1cnc2sc3c(c2c1=O)CCCC3 | 14 | 9 | 3 | -10 | -2 | 0 | -20 | -20 | 10 | 19 | 4 |
| Cc1nc2oc3ccccc3c(=O)c2c(=O)n1Cc1ccccc1 | -11 | -18 | 25 | 4 | -8 | -28 | 27 | -2 | 4 | -2 | -1 |
| CN(C)c1ccc(C(CNC(=O)c2ccccc2)c2c[nH]c3ccccc23)cc1 (configuration not stated) | -4 | 6 | 1 | -1 | -6 | -2 | -4 | -6 | 10 | 1 | -6 |
| COc1ccc(C(=O)O/N=C(\N)Cc2cccs2)cc1OC | -30 | -8 | 43 | -17 | 11 | -1 | -14 | 6 | -21 | 5 | 1 |
| CSc1ccc(-c2nnn(Cc3ccc(C)cc3)n2)cc1 | -42 | -3 | 2 | -2 | -23 | -88 | -16 | 1 | -36 | -37 | -56 |
| COc1ccc2nc(N(CCN(C)C)C(=O)c3ccc(C(=O)c4ccccc4)cc3)sc2c1 | 3 | 6 | -12 | -6 | 3 | -66 | -71 | 2 | -44 | -16 | -89 |
| CCc1nnc(NC(=O)CCc2ccccc2OC)s1 | 4 | 4 | -8 | -10 | -5 | 10 | -13 | 9 | 12 | 32 | -17 |
| CN(C)c1ccc(-c2cccc(C3CC=CC4C3C(=O)N(Cc3ccccc3)C4c3ccc(C(F)(F)F)cc3)c2)cc1 (configuration not stated) | -8 | 2 | 7 | 38 | -6 | 0 | 7 | -10 | 5 | -8 | -28 |
| O=C(Nc1cccnc1)c1ccc(Cl)c([N+](=O)[O-])c1 | -20 | 0 | -5 | 11 | 2 | 4 | 14 | -17 | -5 | 4 | -5 |
| C[C@@H]1CN([C@@H](C)CO)C(=O)c2cc(Br)cnc2O[C@H]1CN(C)C(=O)NC1CCCC1 | 21 | 3 | -13 | 2 | -3 | 8 | -52 | -14 | 4 | 5 | 3 |
| CC(NC(=S)Nc1ccc(S(=O)(=O)N2CCOCC2)cc1)C1CC2CCC1C2 (configuration not stated) | 19 | 7 | -5 | -5 | -4 | 3 | 19 | 8 | 14 | 4 | -12 |
| CC1CCC(NC(=O)Cn2c3c(c(-c4ccccc4Cl)cc2=O)CCC3)CC1 (configuration not stated) | -14 | 11 | -7 | -2 | 5 | 4 | 14 | 19 | -14 | 16 | -8 |
| O=C1[C@H](O)[C@@H](O)C(=O)N1Cc1ccccc1 | -11 | 10 | -13 | 3 | -3 | -13 | 1 | -6 | 12 | -6 | 8 |
| COc1ccc(C(C(=O)NC(C)(C)C)N(C(=O)CCC(=O)Nc2cc(C)on2)c2cccc(C)c2C)cc1 (configuration not stated) | -5 | -8 | 12 | -11 | 2 | -10 | -1 | 8 | 9 | 18 | 8 |

Source: PubChem (several laboratories)
